Assay outcomes deposited in PubChem by Vanderbilt High Throughput Screening Facility.
Cav3 T inh – human Cav3.2 channel inhibition, primary screen. O95180. Cav3.2-expressing cells, Fluo-4 calcium fluorescence FDSS; active compounds read low. B-score at 10 µM. actives 4% (n = 100,000). AID 449739;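 active = single-dose well whose peak fluorescence ratio is a statistical outlier from its plate by either plate-standardised score or position-corrected B-score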
Target sequence (O95180 whole entry, looked up): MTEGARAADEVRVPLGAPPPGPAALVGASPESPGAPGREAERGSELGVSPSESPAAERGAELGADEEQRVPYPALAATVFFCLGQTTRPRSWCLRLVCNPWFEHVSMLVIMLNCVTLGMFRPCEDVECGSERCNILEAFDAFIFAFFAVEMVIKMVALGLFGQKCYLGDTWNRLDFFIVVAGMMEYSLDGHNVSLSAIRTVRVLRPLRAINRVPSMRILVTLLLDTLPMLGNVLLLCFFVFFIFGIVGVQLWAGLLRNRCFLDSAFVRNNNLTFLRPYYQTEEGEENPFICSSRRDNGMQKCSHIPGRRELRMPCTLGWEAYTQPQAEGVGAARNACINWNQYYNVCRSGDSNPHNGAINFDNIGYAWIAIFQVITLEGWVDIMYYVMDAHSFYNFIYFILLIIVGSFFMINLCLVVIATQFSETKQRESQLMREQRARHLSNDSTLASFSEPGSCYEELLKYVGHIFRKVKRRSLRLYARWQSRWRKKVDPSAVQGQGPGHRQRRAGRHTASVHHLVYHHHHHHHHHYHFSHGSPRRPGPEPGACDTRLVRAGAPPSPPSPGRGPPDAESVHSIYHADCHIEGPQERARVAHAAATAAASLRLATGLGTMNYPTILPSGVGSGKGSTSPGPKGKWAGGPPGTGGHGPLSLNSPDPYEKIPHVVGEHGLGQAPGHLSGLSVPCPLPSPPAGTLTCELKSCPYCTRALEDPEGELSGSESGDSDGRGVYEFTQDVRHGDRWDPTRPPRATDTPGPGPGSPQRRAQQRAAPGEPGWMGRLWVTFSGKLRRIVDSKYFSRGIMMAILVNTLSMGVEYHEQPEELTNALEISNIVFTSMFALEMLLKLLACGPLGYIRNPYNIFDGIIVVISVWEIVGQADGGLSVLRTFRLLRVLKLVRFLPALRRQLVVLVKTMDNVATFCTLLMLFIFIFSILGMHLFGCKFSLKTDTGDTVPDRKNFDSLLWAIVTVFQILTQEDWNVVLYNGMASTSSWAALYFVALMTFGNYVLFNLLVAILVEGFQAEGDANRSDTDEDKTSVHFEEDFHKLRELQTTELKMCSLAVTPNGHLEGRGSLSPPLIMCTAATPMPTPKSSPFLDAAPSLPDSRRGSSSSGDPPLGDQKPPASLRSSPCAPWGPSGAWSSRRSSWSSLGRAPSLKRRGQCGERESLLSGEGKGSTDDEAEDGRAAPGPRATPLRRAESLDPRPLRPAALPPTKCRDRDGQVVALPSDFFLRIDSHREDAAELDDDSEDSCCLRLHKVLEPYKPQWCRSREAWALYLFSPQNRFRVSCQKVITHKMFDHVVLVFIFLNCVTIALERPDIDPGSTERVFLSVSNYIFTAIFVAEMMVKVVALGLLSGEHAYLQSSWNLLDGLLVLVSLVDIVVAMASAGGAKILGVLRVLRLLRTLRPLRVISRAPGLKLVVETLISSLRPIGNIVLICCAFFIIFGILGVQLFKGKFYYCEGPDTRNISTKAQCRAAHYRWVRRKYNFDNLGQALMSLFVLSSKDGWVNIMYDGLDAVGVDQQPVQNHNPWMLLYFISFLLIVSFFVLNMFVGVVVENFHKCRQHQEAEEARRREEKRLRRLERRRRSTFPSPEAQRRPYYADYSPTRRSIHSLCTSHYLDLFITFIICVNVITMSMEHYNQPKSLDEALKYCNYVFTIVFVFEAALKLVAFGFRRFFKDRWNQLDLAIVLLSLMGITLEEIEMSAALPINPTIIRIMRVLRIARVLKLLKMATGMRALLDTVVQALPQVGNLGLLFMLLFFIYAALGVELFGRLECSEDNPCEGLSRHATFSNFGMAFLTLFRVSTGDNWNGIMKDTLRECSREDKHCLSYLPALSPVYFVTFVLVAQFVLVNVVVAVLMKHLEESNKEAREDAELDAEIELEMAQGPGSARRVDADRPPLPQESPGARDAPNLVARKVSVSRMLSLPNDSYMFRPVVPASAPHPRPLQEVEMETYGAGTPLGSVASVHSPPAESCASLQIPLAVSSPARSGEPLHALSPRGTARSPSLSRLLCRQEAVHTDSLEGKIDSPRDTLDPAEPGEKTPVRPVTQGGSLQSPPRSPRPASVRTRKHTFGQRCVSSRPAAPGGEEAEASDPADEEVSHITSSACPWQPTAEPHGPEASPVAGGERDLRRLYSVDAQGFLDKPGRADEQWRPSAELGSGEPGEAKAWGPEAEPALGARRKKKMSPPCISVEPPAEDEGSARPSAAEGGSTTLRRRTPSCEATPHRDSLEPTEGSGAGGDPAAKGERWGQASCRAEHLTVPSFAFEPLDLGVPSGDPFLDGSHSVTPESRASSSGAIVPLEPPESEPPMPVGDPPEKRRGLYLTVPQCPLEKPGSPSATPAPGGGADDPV
Starred values were filed as active, the others as inactive. Only part of the results is shown; count on the stated rates, not on these rows.

SMILES	Cav3 T inh
CCOC(=O)C1CCN(c2c(NCCN3CCCCC3C)c(=O)c2=O)CC1 (stereo unspecified)	0.84
O=c1c2c3c(sc2nc2n1CCC2)CCC3	0.67
O=C(O)CCCNS(=O)(=O)c1ccccc1	0.72
COc1ccc(C2(CNC(=O)CCC(=O)O)CCCC2)cc1	0.036
N#CC1(c2nc3ccccc3[nH]2)CC1c1ccc2c(c1)OCO2 (stereo unspecified)	0.013
Oc1c(/C=N/c2ncn[nH]2)ccc2ccccc12	-0.51
O=C1CCCN1c1ccc(Br)cc1	0.087
CNC(=O)CSc1nnc(-c2ccncc2)n1Cc1ccccc1	0.095
Cc1cc2c(cc(C(=O)N3CCC(C(=O)N4CCCC4)CC3)n2Cc2c(F)cccc2Cl)o1	-2.3
CCOC(=O)CN1CCc2c(C)nc3c(-c4ccc(OC)c(OC)c4)cnn3c21	0.74

A second format for 4 compounds above.
O=C(O)CCCNS(=O)(=O)c1ccccc1
- Cav3 T inh: 0.72
COc1ccc(C2(CNC(=O)CCC(=O)O)CCCC2)cc1
- Cav3 T inh: 0.036
N#CC1(c2nc3ccccc3[nH]2)CC1c1ccc2c(c1)OCO2 (stereo unspecified)
- Cav3 T inh: 0.013
Oc1c(/C=N/c2ncn[nH]2)ccc2ccccc12
- Cav3 T inh: -0.51

Next compounds:
SMILES	Cav3 T inh
Cc1ccc(S(=O)(=O)NCC(=O)N(CC(=O)NC2CCCCC2)CC2CCCO2)cc1 (stereo unspecified)	0.47
COc1ccccc1NC(=O)CN1CCN(c2ccccc2F)CC1	-0.9
CCCC(=O)Nc1nc2c(OC)ccc(OC)c2s1	-0.63
CCN(CC(=O)Nc1ccc2c(c1)OCCO2)C(=O)C1CCCCC1	-0.0065
O=C(c1cnn2c1NC(c1ccco1)CC2C(F)(F)F)N1CCN(c2cccc(Cl)c2)CC1 (stereo unspecified)	-4.2*
COc1cccc(NC2C=CS(=O)(=O)C2)c1 (stereo unspecified)	-0.48
Cc1cccc2cc(CN(Cc3ccco3)C(c3nnnn3CCc3ccccc3)C(C)C)c(=O)[nH]c12 (stereo unspecified)	-0.62
O=C(Cn1ncn2c(cc3ccccc32)c1=O)NCc1ccco1	1.1
Cc1cc(C)n(-c2nc3nonc3nc2Nc2cccc(C)c2C)n1	-3
Cc1nc2sccn2c(=O)c1CCN1CCC(=C(c2ccc(F)cc2)c2ccc(F)cc2)CC1	-3.5
c1coc(-c2nnc(NC3=NCCC3)o2)c1	1
O=C(CN1CCCN(S(=O)(=O)c2ccc(Br)s2)CC1)Nc1ccc(Cl)cc1	-2.8
Cc1nc2scc(-c3cccs3)c2c(=O)n1-n1cccc1	-3
COc1cc(OC)c2c(c1)C(=O)c1cc(OC)cc(OC)c1C2=O	0.2
Cn1c(=O)c2[nH]c(-c3ccc(S(=O)(=O)O)cc3)nc2n(C)c1=O	0.32
O=C(CSc1nnc(-c2ccc(Cl)cc2)n1Cc1ccco1)c1cccs1	-2
COc1ccccc1CNC(=O)C(CCSC)NC(=O)C1CCC(C)CC1 (stereo unspecified)	-0.15
O=C(Nc1ccc(O)cc1)C1CCCO1 (stereo unspecified)	-0.27
O=C(Cc1ccccc1)N/N=C/c1cccs1	0.13
CCOc1cc(/C=N/NC(=O)Cn2nc([N+](=O)[O-])cc2C)cc(Br)c1OCc1ccccc1F	0.48
CCCCN(C)c1nc(-c2ccco2)c2c(c1C#N)CC(C)(C)OC2	-3.8*
CCOc1cc(/C=C2/C(=O)N(c3ccccc3)N=C2C)ccc1OC(=O)c1ccco1	0.68
CC(=O)c1ccc(N2CCN(C(=O)COc3ccc(F)cc3)CC2)c(F)c1	0.56
CC1CCCN(Cc2nc3c(c(=O)n(C)c(=O)n3C)n2CC(N)=O)C1 (stereo unspecified)	-0.06
c1ccc(CN2CCN(c3nc(-c4ccccn4)nc4ccccc34)CC2)cc1	-1.7
COc1ccc(-c2nsc3c(N4CCN(S(=O)(=O)c5ccccc5F)CC4)ncnc23)cc1	-3.8
Cc1cc(C)n2nc(-c3cnn(C)c3C(F)(F)F)c(Cl)c2n1	-0.075
Cc1ccc(S(=O)(=O)/N=C2/C=C(C3C(=O)CC(C)(C)CC3=O)C(=O)c3ccccc32)cc1	1.2
O=C(CSc1nnc(-c2ccncc2)n1Cc1ccco1)c1ccc(Cl)cc1	0.49
CSC1=NCCN1C(=O)c1c(-c2ccccc2Cl)noc1C	0.4
CN1CCN(c2nc3ccccc3nc2C(C#N)C(=O)OC2CCCCC2)CC1 (stereo unspecified)	0.0087
COCCNC(=O)Cn1cc2c(n1)CCC(C)C2 (stereo unspecified)	-0.022
COc1ccc(Br)cc1CNC(=O)C1CCN(S(=O)(=O)N2CCCCC2)CC1	0.049
Cn1c(-c2ccc(F)cc2)cnc1SCC(=O)N1CCCCC1	0.2
CC(C)(C)NC(=O)NC(=O)CSc1nnc2ccccn12	-0.21
COc1ccc(S(=O)(=O)Cc2ccc(C(=O)NCCc3ccc(S(N)(=O)=O)cc3)o2)cc1	0.37
Cc1ccccc1CSCCNC(=O)c1ccc(N(C)S(=O)(=O)c2ccccc2)cc1	-5.8*
Cc1cc2ncn(C(=O)N3CCC(C)CC3)c2cc1C	-6.5*
N#Cc1cc(Sc2ccccn2)c(Sc2ccccn2)cc1C#N	0.82
Cc1ccccc1NC1=NC(=S)N(c2ccccc2)C12CCOC(C)(C)C2 (stereo unspecified)	-2.7

Cav3 T inh, what is marked active above.
SMILES	Cav3 T inh
O=C(c1cnn2c1NC(c1ccco1)CC2C(F)(F)F)N1CCN(c2cccc(Cl)c2)CC1 (stereo unspecified)	-4.2*
CCCCN(C)c1nc(-c2ccco2)c2c(c1C#N)CC(C)(C)OC2	-3.8*
Cc1ccccc1CSCCNC(=O)c1ccc(N(C)S(=O)(=O)c2ccccc2)cc1	-5.8*
Cc1cc2ncn(C(=O)N3CCC(C)CC3)c2cc1C	-6.5*

Following part.
SMILES	Cav3 T inh
CCOC(=O)c1c(NC(NC(C)=O)C(Cl)(Cl)Cl)sc(C(C)=O)c1C (stereo unspecified)	-2.5
Cc1ccnc(NC(=S)NC(=O)/C=C/c2ccccc2)c1	-0.035
COCCN(CCOC)S(=O)(=O)c1ccc(C(=O)Nc2nnc(C3CC3)o2)cc1	0.75
COc1cc(C(c2c(C)[nH][nH]c2=O)c2c(C)[nH][nH]c2=O)ccc1OS(=O)(=O)c1ccccc1	-0.11
COCCCNC(=O)CN1CCN(Cc2ccccc2Cl)C1=O	0.11
CCOc1ccc(NC2C=CS(=O)(=O)C2)cc1 (stereo unspecified)	0.32
COc1ccc(C=NCCC2(O)CC(C)N(C)CC2C)cc1 (stereo unspecified)	-0.014
c1cc(-c2nnc(-c3ccncc3)o2)ccn1	0.79
O=C(c1ccc(Cl)c(S(=O)(=O)N2CCCCCC2)c1)N1CCN(c2ccccn2)CC1	-2.1
Cc1nn(CC(=O)O)c2ccccc12	0.98
Cc1cccc(C(=O)NC(=S)N2CCN(C)CC2)c1	1
Cc1ccc(OCC(=O)n2nc(C)cc2C)c(C)c1	0.033
O=C(NC1(C(F)(F)F)N=C2SCCN2C1=O)c1ccco1 (stereo unspecified)	0.64
Cc1cccc(NC(=O)CCN2C(=O)c3ccccc3C2=O)n1	0.49
CC(c1ccco1)N(C(=O)Nc1ccccc1)C1CCCCC1 (stereo unspecified)	-3.2
CCOC(=O)c1cc(C(=O)OCC)cc(-n2cc(O)c(C(=O)OCC)n2)c1	0.68
COc1ccc(OCC#CCNC(C)(C)C)cc1	-0.72
CC(C)CNC(=S)NC1CC2CCC(C1)N2Cc1ccccc1 (stereo unspecified)	0.036
CN(C)CCNC(=O)c1cc2c(s1)-c1ccccc1OC2	0.26
CCCCN(CCCNC(=O)C1CCN(S(=O)(=O)N2CCOCC2)CC1)c1ccccc1	-2.1

As a working copy, three of the compounds above:
SMILES	Cav3 T inh
CC(C)CNC(=S)NC1CC2CCC(C1)N2Cc1ccccc1 (stereo unspecified)	0.036
CN(C)CCNC(=O)c1cc2c(s1)-c1ccccc1OC2	0.26
CCCCN(CCCNC(=O)C1CCN(S(=O)(=O)N2CCOCC2)CC1)c1ccccc1	-2.1

Next structures follow:
SMILES	Cav3 T inh
CC1CN(C(=O)CCn2c(=O)oc3ccccc32)CC(C)O1 (stereo unspecified)	0.38
Cn1c(C(=O)NCc2cccnc2)cc2sccc21	-0.018
FC(F)(F)c1cc(-c2ccco2)nc(NCc2cccs2)n1	-0.093
CCN(CCCNC(=O)C1CCN(S(=O)(=O)N2CCOCC2)CC1)c1cccc(C)c1	0.0065
COc1ccc(N2CCN(c3cc(C)c4ccc(O)cc4n3)CC2)cc1	0.72
CC(C)C[C@H](N)c1cn([C@@H](CCCCN)C(=O)N2CCNCC2)nn1	0.21
CCOc1cc(C(=O)Nc2ccccc2N2CCN(S(C)(=O)=O)CC2)cc(OCC)c1OCC	0.42
CCS(=O)(=O)N1CCCC(c2nc(-c3cccc(OC)c3)no2)C1 (stereo unspecified)	1.2
O=C(COc1cccc(-n2cnnn2)c1)NCCC1=CCCCC1	0.014
O=S(=O)(NC1CCCC1)c1ccc(Br)s1	0.025
COc1ccc(/C=C/C(=O)c2ccc[nH]2)cc1OC	0.41
Cc1cc(Oc2ccccc2)nc(-c2ccccc2O)n1	-1.5
CCN(CC)C(=O)N1c2ccccc2CC(N(CC)CC)c2ccccc21 (stereo unspecified)	-2
O=S(=O)(c1ccc(Br)s1)N1CCN(c2ccccn2)CC1	-1.6
CC1CCc2c(C(=O)NCCN3CCOCC3)csc2C1 (stereo unspecified)	0.4
O=C(CSCCO)Nc1nccs1	-0.1
Cc1nc2sc(C(c3ccco3)N3CCC(Cc4ccccc4)CC3)c(O)n2n1 (stereo unspecified)	-1.8
CCOc1ccccc1-n1c(SCC(=O)Nc2nccs2)nnc1-c1ccoc1C	-7.2*
Cc1cc(C(=O)COC(=O)C2=NNC(=O)CC2)c(C)n1-c1ccccc1	0.47
CCOC(=O)COc1cc(N2C(=O)CSCC2=O)c(Cl)cc1Cl	-0.35
C/C=C(\C)CN1CCN(c2ccccc2F)CC1	1.1
CC(CC#CCN1CCOCC1)OCCC#N (stereo unspecified)	-0.52
COc1ccc(CCNc2ccc(C(CC(N)=O)NC(=O)Cc3cccc4ccccc34)cc2[N+](=O)[O-])cc1 (stereo unspecified)	-0.014
CN1CCN(C(=O)C2=C[C@H](c3ccc4c(c3)OCO4)C[C@H](OCc3ccc(CO)cc3)O2)CC1	0.35
CC(C)NS(=O)(=O)c1ccc(NC(=O)C2CC3C=CC2C3)cc1 (stereo unspecified)	0.75
CCN(CCCNC(=O)CC(C(=O)N1CCc2ccccc21)n1ccnc1)c1cccc(C)c1 (stereo unspecified)	-1.2
O=C(CCn1c(=O)oc2ccccc21)NC1=NCCS1	0.27
Cc1ccc(C2NC(=O)c3ccccc3N2)s1 (stereo unspecified)	-1.1
Cn1c(=O)n(CC(=O)Nc2ccc(F)cc2)c2ccccc21	-0.31
O=C(c1ccccc1)c1nc2ccccc2[nH]c1=O	-0.15
Cc1cc(Nc2cc(Cl)nc(Sc3ccc(NC(=O)C4CC4)cc3)n2)n[nH]1	0.33
c1cncc(-c2nc(-c3cccs3)cs2)c1	0.063
Cc1noc(C)c1COC(=O)Cn1c(C)nc2ccccc21	1.2
CCn1c(O)c(/C=C2\C=Nc3ccccc32)sc1=Nc1ccccc1	-0.33
O=C(c1ccc(F)cc1)N1CCC(O)(c2cccnc2)CC1	0.94
CCOC(=O)c1nnn(-c2nonc2N)c1C	-0.67
CC1=C(C(=O)Nc2ccccc2)C(c2ccco2)C(C#N)=C(SCc2ccccc2)N1 (stereo unspecified)	-4.2
CCOC(=O)Cn1c(S(=O)(=O)Cc2ccc(Cl)cc2)nc(-c2ccccc2)c1-c1ccccc1	-5.6*
Cc1cc(N2CCCCC2)n2ncc(-c3ccccc3)c2n1	0.74
CSCC[C@@H](C(=O)O)N1Cc2ccccc2C1=O	-0.64
CC(C)OC(=O)n1c(=S)oc2ccccc21	0.19
CCc1ccc(CNC(=O)C(=O)NCCc2ccc(OC)c(OC)c2)cc1	-5.3*
Cc1ccc(/C=N/N2C(=S)SC(C)(C)C2N(O)C(=O)Nc2ccc([N+](=O)[O-])cc2)cc1 (stereo unspecified)	-0.03
COc1cccc(-c2cc(C(=O)Nc3ccccc3SC)no2)c1	-0.5
CCOc1ccc(NC(=O)CN(C)CC(=O)Nc2ccccc2C#N)cc1OCC	0.5
Cc1nc(-n2cc(F)c(=O)[nH]c2=O)c2nc(C)oc2n1	-0.42
O=[n+]1c2c(n([O-])c3cc(F)c(F)cc31)CCCC2	0.39
COc1ccc(CCNC(=O)C2CCN(S(=O)(=O)N3CC(C)CC(C)C3)CC2)cc1OC (stereo unspecified)	0.011
CCN(CC)c1nc2c(s1)C(=O)NCCC2	0.32
COC(=O)c1ccc(NC(=O)COc2ccc(C3C(C#N)=C(N)Oc4c3ccc3ccccc43)cc2OC)cc1 (stereo unspecified)	0.049

As entered above.
Value for Cc1nc(-n2cc(F)c(=O)[nH]c2=O)c2nc(C)oc2n1 under Cav3 T inh: -0.42
Value for CC(C)OC(=O)n1c(=S)oc2ccccc21 under Cav3 T inh: 0.19

Further structures:
SMILES	Cav3 T inh
CC1(C)CC(=O)C(C=NC2CCCCC2)=C(O)C1	-0.071
CCC(c1nnnn1CCc1ccccc1)N(Cc1ccco1)Cc1cc2cccc(C)c2[nH]c1=O (stereo unspecified)	-1.7
C=CCOc1cccc(C2/C(=C(\O)c3ccc(F)cc3)C(=O)C(=O)N2CCN(C)C)c1 (stereo unspecified)	0.61
Cc1ccc(CNc2ncc(-c3ccc4c(c3)OCO4)n2C)cc1	-2.9
CN1c2ccccc2C(O)=C(C(=S)Nc2ccc(Cl)cc2)S1(=O)=O	-7.4*
O=C(C1CC1(c1ccccc1)c1ccccc1)N1CCOCC1 (stereo unspecified)	0.16
CCC(C)(C(=O)NC1CCCCC1)N(Cc1ccco1)C(=O)c1cnccn1 (stereo unspecified)	-0.0044
